High-throughput results: PubChem, several laboratories
MC4R ag barr: human MC4R agonism via beta-arrestin | 0.98% of 360,000 active | U2OS MC4R beta-arrestin complementation, luminescence; percent of melanotan II response, DMSO zero | activation, % at 8.9 µM | P32245;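 active = activation above a per-plate cutoff, the mean activation of sample wells on that plate plus 3 SD, cut at about 8% in these data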
Glyco luc inh: blocks N-linked glycosylation in D54 reporter cells | reporter increase, % at 12.5 µM | 0.23% of 360,000 active | D54 ERlucT glycosylation luciferase reporter, 24 h; percent of 100 nM tunicamycin response;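 active = mean luciferase reporter signal, scaled so untreated is 0 and the glycosylation-blocking control 100, at or above a set limit in every replicate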;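 note: luciferase carries N-glycosylation sites so blocking glycosylation raises the light; 0% = median of neutral control wells and 100% = median of 100 nM tunicamycin wells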
H9c2 protect: modulators protecting cardiomyocytes from myocardial damage; protection from H2O2 cell death, % at 20 µM; AID 588492; 0.63% of 360,000 active; H9c2 cardiomyocytes, H2O2 injury protection, ATPLite, 2 h;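 active = compounds giving at least 50% protection of heart cells from peroxide-induced death in the single-dose screen, raw or plate-pattern-corrected value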;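 note: 0% = DMSO wells with peroxide and 100% = DMSO wells without peroxide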
ABCB6 inh MLPCN: inhibitors of human ABC transporter ABCB6 | Q9NP58 | K562-ABCB6 porphyrin accumulation, flow cytometry, 1 h; active compounds read low | fluorescence ratio to DMSO, % at 10 µM | 0.19% of 360,000 active | AID 602162;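 active = fluorescence ratio to DMSO below 75%, the collection mean minus 3 SD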;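 note: signal is porphyrin accumulated inside mitochondria; 100% equals median channel fluorescence of DMSO control wells; lower ratio means ABCB6 inhibition with less porphyrin fluorescence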
ABHD5-PLIN5 inh: inhibitors of human ABHD5-perilipin-5 interaction; Q00G26+Q8WTS1; Split G. princeps luciferase complementation, luminescence, 4 h; inhibition, % at 4 µM; 0.78% of 360,000 active; AID 602281;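 active = inhibition above the mean inhibition across every tested compound plus 3 SD, cut at about 22% in these data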;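 note: 0% = DMSO only wells and the 100% control is not disclosed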
Target sequence (Q00G26 whole entry, looked up): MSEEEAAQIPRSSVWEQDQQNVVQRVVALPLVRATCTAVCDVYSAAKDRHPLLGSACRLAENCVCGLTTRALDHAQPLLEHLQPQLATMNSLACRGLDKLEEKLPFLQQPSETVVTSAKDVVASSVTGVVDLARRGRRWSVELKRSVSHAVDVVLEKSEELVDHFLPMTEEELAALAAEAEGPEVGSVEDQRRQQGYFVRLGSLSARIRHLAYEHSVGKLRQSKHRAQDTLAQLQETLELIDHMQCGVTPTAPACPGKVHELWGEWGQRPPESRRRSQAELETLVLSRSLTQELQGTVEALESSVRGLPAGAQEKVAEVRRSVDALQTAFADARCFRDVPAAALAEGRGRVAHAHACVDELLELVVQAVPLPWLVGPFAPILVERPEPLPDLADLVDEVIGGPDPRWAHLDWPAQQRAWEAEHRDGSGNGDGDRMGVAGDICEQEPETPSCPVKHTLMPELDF
Target sequence (Q8WTS1 whole entry, looked up): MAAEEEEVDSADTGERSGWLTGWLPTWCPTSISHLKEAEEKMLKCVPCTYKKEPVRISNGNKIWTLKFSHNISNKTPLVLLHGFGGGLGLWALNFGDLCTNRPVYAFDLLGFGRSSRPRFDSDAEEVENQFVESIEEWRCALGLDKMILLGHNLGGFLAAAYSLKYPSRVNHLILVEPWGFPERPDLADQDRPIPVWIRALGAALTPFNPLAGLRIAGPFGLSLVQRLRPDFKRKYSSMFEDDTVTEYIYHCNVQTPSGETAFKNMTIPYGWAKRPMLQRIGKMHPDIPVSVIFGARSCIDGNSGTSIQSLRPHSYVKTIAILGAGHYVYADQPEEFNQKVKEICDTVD
CaV13 FRET inh: Primary screen for inhibitors of IQ motif and Ca2+-dependent inactivation inhibitor domain binding in CACNA1D, Förster resonance energy transfer in living cells, … | inhibition, % at 12.3 µM | AID 743397 | HEK cells, CFP/YFP FRET ICDI-IQ, plate reader, 10 min; percent FRET-ratio fall versus neutral wells | 0.098% of 340,000 active;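 active = mean replicate inhibition of at least 30% and at least 1% of replicates passing that level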;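 note: 0% = median of the neutral control wells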
PDI turbidity: blocks human protein disulfide isomerase activity; P07237; AID 588391; PDI insulin aggregation turbidity, A650, 90 min; inhibition, % at 10 µM; 0.052% of 350,000 active;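 active = mean inhibition across replicates of 30% or more, whatever share of single replicates reach that level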;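 note: absorbance from insulin aggregation driven by PDI reduction with DTT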
m5-HT2A agonist: activates the mouse 5-HT2A serotonin receptor; 0.66% of 360,000 active; activation, % at 7.6 µM; CHO-K1 mHTR2A beta-arrestin complementation, luminescence; percent of 30 µM serotonin response; P35363;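 active = activation above a run cutoff, the mean activation of all tested compounds plus 3 SD, cut at about 14% in these data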;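 note: 0% = plate median of compound wells and 100% = 30 µM serotonin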
Exocytosis inh: lytic granule exocytosis inhibition; TALL-104 LAMP-1 surface exposure, flow cytometry; cells stimulated with thapsigargin and PMA; inhibition, % at 10 µM; AID 651702; 0.66% of 360,000 active;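 active = inhibition above about 55%, limit read from the data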
MC4R antag cAMP: antagonists of human melanocortin 4 receptor (MC4R). P32245. MC4R-expressing cells, MTII-stimulated cAMP, LANCE TR-FRET. inhibition, % at 6.5 µM. 0.48% of 360,000 active;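 active = inhibition above its plate's cutoff, the mean of tested wells on that plate plus 3 SD, cut at about 29% in these data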;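 note: 0% = Melanotan II alone and 100% = Melanotan II plus saturating MCL0020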
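Material: human MC4R-expressing U2OS cells. Probe or stimulus: Melanotan II challenge. Dosing: 6.5 µM single dose. Times: 30-min compound, 1-h challenge, 1-h detection, room temperature. Technique: TR-FRET with Eu-cAMP and labeled anti-cAMP, 671 nm. Replication: singlicate.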
Starred values were filed as active, the others as inactive; / = no result given. The list is partial, so the mix of outcomes need not match the whole.

SMILES	MC4R ag barr	Glyco luc inh	H9c2 protect	ABCB6 inh MLPCN	ABHD5-PLIN5 inh	CaV13 FRET inh	PDI turbidity	m5-HT2A agonist	Exocytosis inh	MC4R antag cAMP
Cc1ccccc1Cc1c(C)nc2nc(SCC(=O)N3CCC4(CC3)OCCO4)nn2c1C	-0.2	2.8	1.3	95.0	-2.6	-3.4	0.4	-2.2	-1.1	7.2
CCc1nn2c(=O)c(F)c(N3CCNCC3)nc2s1	0.3	0.1	1.6	99.0	10.0	-9.9	7.2	7.2	0.6	10.9
O=[N+]([O-])c1ccccc1Cl	0.8	1.6	-0.9	102.0	6.7	/	/	3.2	-0.1	12.6
CC12CCC3C(CCC4(O)CC(O)CCC34C=O)C1(O)CCC2C1=CC(=O)OC1 (configuration not stated)	21.2*	-16.2	1.9	106.0	2.9	-3.3	16.3	-3.3	2.4	7.5
COc1cc(C(CN)CC(=O)O)ccc1O (configuration not stated)	-1.8	0.4	-2.1	91.0	2.2	-5.0	11.8	0.3	-0.7	3.1
COc1ccc(N2C(=O)C(=O)N(c3ccc(OC)cc3)P2(=O)N(CCCl)CCCl)cc1	-1.0	1.5	-3.1	99.0	-2.5	-4.9	5.7	1.1	0.2	0.8
COc1ccc(OC(=O)N(C)C[C@@H]2OCc3cnnn3CCCC(=O)N([C@@H](C)CO)C[C@@H]2C)cc1	1.4	-0.1	-5.7	102.0	-2.5	-5.7	-0.7	-1.2	2.5	9.0
CN1CCN(c2ncnc3c2cnn3C)CC1	-0.1	0.2	9.3	99.0	1.4	-4.9	-3.3	-0.6	-4.6	-0.3
CCOC(=O)CC1c2ccccc2-n2nncc2CN1CC1CCCCC1 (configuration not stated)	5.8	-0.6	-11.3	120.0	3.4	-6.9	4.2	0.3	4.9	5.8
CCC(=NCC1CCCO1)c1c(O)n(-c2ccc(Cl)cc2)c(=O)[nH]c1=O (configuration not stated)	0.2	-1.6	-7.9	93.0	0.6	-3.9	-5.2	-0.8	1.5	5.0
CCCC1C(C#N)=C(N)Oc2c1c(=O)oc1ccccc21 (configuration not stated)	-1.0	1.5	-2.0	103.0	1.6	-5.3	3.0	-1.8	6.7	5.7
CC(=NCc1ccc2c(c1)OCO2)c1c(O)n(C)c(=O)n(C)c1=O	-1.2	3.3	14.9	99.0	-2.5	-4.8	4.2	-2.8	11.4	0.1
CCOC(=O)C1=C(NC(=S)NC(=O)c2ccccc2)c2ccccc2CC12CCCC2	0.4	-11.5	-6.1	98.0	-7.3	2.1	6.0	1.1	-8.1	18.9
N#CC(C#N)=Cc1ccc(N2CCOCC2)cc1	0.6	-0.6	2.2	100.0	-0.7	-7.0	1.7	0.9	-0.4	20.0
COC(=O)C1=C(c2ccc(Cl)c(C(F)(F)F)c2)C[C@@H]2CC[C@H]1N2C	-0.6	-1.6	-2.7	93.0	-0.9	-2.8	-7.1	1.1	-10.9	4.0
Cc1cc(OC(=O)CCCNC(=O)OC(C)(C)C)c2c3c(c(=O)oc2c1)CCC3	-1.7	0.7	19.8	99.0	0.3	-4.1	-1.0	-0.6	-3.7	7.4
O=c1[nH]c(=S)n(Cc2ccc(F)cc2)c(O)c1C=NCC1CCCO1 (configuration not stated)	-1.0	-0.1	6.5	100.0	-0.1	-2.5	-0.5	-3.0	0.8	-1.5
CN1C(=O)C(=Cc2cn(CC(=O)N3CCCC3)c3ccccc23)C(=O)N(C)C1=O	0.9	-1.7	6.3	95.0	45.1*	-4.4	10.1	6.7	-25.1	-0.7
CC(C)(C)N(NC(=O)c1ccccc1)C(=O)c1ccccc1	0.2	0.9	-1.1	105.0	-2.1	-8.2	-3.1	1.8	-1.5	-3.3
Cc1cccc(CN2CCCC(C(=O)c3ccc4c(c3)OCO4)C2)n1 (configuration not stated)	-1.2	0.0	1.9	102.0	4.7	-5.0	6.5	6.3	3.1	1.8
CN(C)c1ccccc1	-0.1	1.0	-0.6	102.0	1.2	-6.8	-9.1	-7.7	-0.2	7.3
COc1ccc(-n2nc(C(=O)NCC(=O)N3CCC4(CC3)OCCO4)c3ccccc3c2=O)c(OC)c1	0.7	-4.0	-16.1	113.0	-4.1	-2.8	-1.1	2.0	-12.5	5.3
O=C(CCC(=O)N1CCOc2ccc(Cl)cc21)N1CCC2(CC1)OCCO2	-2.6	2.9	-1.1	100.0	2.2	-4.9	12.8	-5.5	-6.1	5.4
Fc1ccc(CCNCc2ccc(Cl)c(Cl)c2)cc1	8.7*	0.8	-18.9	97.0	-8.9	-10.1	2.9	10.4	-4.1	0.9
COC(=O)c1c(C)[nH]c(C(=O)C(Cc2ccccc2)N(C)C)c1C (configuration not stated)	-0.4	0.2	-0.9	97.0	-3.0	-1.4	-7.8	-4.0	1.4	-1.7
(listing goes on)
SMILES	MC4R ag barr	Glyco luc inh	H9c2 protect	ABCB6 inh MLPCN	ABHD5-PLIN5 inh	CaV13 FRET inh	PDI turbidity	m5-HT2A agonist	Exocytosis inh	MC4R antag cAMP
O=P(Oc1ccccc1)(Oc1ccccc1)C(O)c1ccc(Cl)cc1 (configuration not stated)	4.3	4.2	-7.3	100.0	-4.8	-9.7	4.6	-2.7	-3.1	14.1
COC1C(OC(=O)c2ccc(C)[nH]2)C(O)C(Oc2ccc3c(O)c(NC(=O)c4ccc(O)c(CC=C(C)C)c4)c(=O)oc3c2Cl)OC1(C)C (configuration not stated)	3.8	0.0	-4.1	100.0	-3.3	/	/	2.1	-5.1	-1.5
COC(=O)C1=C(c2ccccc2OCc2ccccc2)C[C@@H]2CC[C@H]1N2C(=O)NC1CCN(Cc2ccccc2)CC1	1.6	-7.4	12.1	97.0	4.0	-6.2	-3.3	-4.4	-13.2	-2.6
c1ccc2sc(C3CCNCC3)nc2c1	-0.1	-2.4	7.4	96.0	-4.3	-21.0	-4.0	8.4	-13.4	1.7
CCCCn1c(O)c(C=NCc2ccc3c(c2)OCO3)c(=O)[nH]c1=O	-0.4	1.2	2.5	97.0	-1.6	-4.7	11.6	2.0	1.4	2.4
CC(C(=O)N1CCC2(CC1)OCCO2)C1Sc2ccccc2NC1=O (configuration not stated)	-0.2	1.4	1.8	104.0	-2.2	/	-9.7	2.0	-3.2	-3.4
COC(=O)C1=C(c2ccccc2)C[C@@H]2CC[C@H]1N2C(=O)N1CCC(O)CC1	-0.8	2.0	1.1	96.0	3.5	-9.7	-2.8	-0.1	-0.1	14.4
CCc1ccc2nc(N3CCC(C(=O)N4CCC5(CC4)OCCO5)CC3)sc2c1	0.0	-4.2	-9.6	92.0	6.5	-16.7	-8.7	3.5	-0.6	1.1
CCC(CC)C1C(C#N)=C(N)Oc2c1c(=O)oc1ccccc21 (configuration not stated)	0.6	5.9	-2.1	93.0	-9.6	/	18.9	-2.6	1.4	-10.9
O=C1NC(=O)C2(CCN(c3ccccc3)CC2)C(=O)N1	-0.3	0.7	1.3	90.0	4.8	-5.3	-0.2	-0.3	-18.6	0.8
CCC(=O)c1cn(Cc2ccccc2)c2ccccc12	-1.1	-1.7	4.0	97.0	1.3	-1.1	-3.5	-8.3	0.8	0.9
Cc1cccc(CN2CCCN(Cc3ccc(Cl)cc3)S2(=O)=O)c1	0.4	0.8	-4.7	97.0	-5.1	-19.5	17.1	-5.5	-0.4	1.5
CCOc1ccc(-n2c(O)c(/C=C3\C=Nc4ccccc43)c(=O)[nH]c2=O)cc1	-1.4	2.4	29.1	102.0	29.4*	-27.9	6.2	3.8	-19.1	19.3
CCCc1cc(=O)oc2cc(OCC(=O)N3C[C@H]4C[C@@H](C3)c3cccc(=O)n3C4)ccc12	-1.0	0.9	3.9	102.0	0.7	/	/	8.9	7.3	18.1
C[N+]1(C)C2CC(OC(=O)[C@H](CO)c3ccccc3)CC1C1OC12 (some centres not stated)	0.0	-0.9	-1.3	103.0	8.6	-4.6	-14.0	3.7	-2.1	8.4
CO[C@H]1C=C2CCN(C)[C@H]2C2c3cc4c(cc3C(=O)O[C@@H]21)OCO4 (some centres not stated)	-0.8	2.4	-4.2	99.0	-0.8	-5.8	-3.6	2.9	0.9	-2.9
NCCNc1ccc([N+](=O)[O-])c2cccnc12	-4.7	15.3	14.6	92.0	2.5	13.3	-3.1	22.4*	15.5	-9.6
COc1cc(C(=O)OC2C[C@H]3CC[C@@H](C2)N3C)ccc1O (some centres not stated)	-1.4	1.0	1.4	88.0	0.0	-14.7	-1.5	0.3	-3.4	-5.1
O=[N+]([O-])c1ccc(N2CCOCC2)c2cccnc12	-1.8	1.4	5.5	86.0	2.6	7.5	10.0	2.3	-1.3	-3.3
O=S(=O)(c1ccccc1)N1CN2CCN(C2)C1	-1.3	2.0	-2.1	93.0	-0.6	/	3.5	2.7	-1.3	8.6
O=C(c1cc2cc3ccc(Cl)cc3nc2o1)N1CCC2(CC1)OCCO2	2.7	-1.4	14.0	90.0	5.5	-4.1	12.2	-3.2	-4.2	14.9
OC1(c2ccc(F)cc2)CCNC1 (configuration not stated)	-2.6	0.2	-1.0	101.0	-1.5	-8.2	4.8	-1.3	-1.4	-2.0
NC(N)=Nc1ccc2[nH]c3c(c2c1)C[C@@]1(O)[C@H]2Cc4ccc(O)c5c4[C@@]1(CCN2CC1CC1)[C@H]3O5	-1.0	-4.8	19.6	102.0	12.3	/	-1.4	-4.4	18.9	10.4
O=C1C(c2ccccc2)=C(N2CC2)c2ccccc21	-1.9	0.5	8.1	98.0	0.4	-2.6	1.2	-0.6	-0.6	-10.3
Cc1ccc(OP(=O)(NCc2ccccc2)Oc2ccc(C)cc2)cc1	2.5	-1.1	-14.8	107.0	-11.4	-7.8	5.1	-8.4	-5.1	12.1
The list goes on:
SMILES	MC4R ag barr	Glyco luc inh	H9c2 protect	ABCB6 inh MLPCN	ABHD5-PLIN5 inh	CaV13 FRET inh	PDI turbidity	m5-HT2A agonist	Exocytosis inh	MC4R antag cAMP
CCc1nc2ccccc2c(=O)n1-c1ccc2ccccc2c1	-1.9	0.1	4.7	97.0	3.7	-5.5	-6.9	-2.9	-0.1	15.5
CC(=O)N1Cc2cnnn2-c2ccccc2C1(C#N)Cc1ccccc1 (configuration not stated)	1.5	2.9	-8.2	101.0	16.1	-4.9	-2.7	3.6	0.5	2.3
COc1ccc(NC(=O)N2Cc3ccccc3-n3nncc3C2)cc1	0.4	1.8	1.0	98.0	1.5	-5.3	-8.6	2.9	-3.6	3.7
CCOP(=O)(OCC)C(CC)N1CCOCC1 (configuration not stated)	2.3	3.3	-7.2	100.0	-2.2	/	7.3	6.8	-4.3	22.1
CC[N+](C)(CC)CCCOC(=O)C(O)(c1ccccc1)C1CCCCC1 (configuration not stated)	-1.7	0.1	8.0	89.0	2.5	-0.5	-9.4	-0.3	-0.9	7.5
C1=CC(Cc2cncs2)c2ccccc21 (configuration not stated)	-1.5	-0.5	7.4	83.0	-7.7	-4.5	0.2	-4.4	12.9	4.5
O=[N+]([O-])c1nccn1CC(O)CN1CC1 (configuration not stated)	/	-1.2	4.1	87.0	16.8	-8.8	/	-2.4	-6.2	/
